Screens deposited in PubChem by National Center for Advancing Translational Sciences (NCATS).
IL2 activator – activates IL-2 in a cell-based reporter assay. IL-2 activation reporter assay, cell-based qHTS; stimulated with anti-CD3/CD4/CD28 beads; in transgenic mouse T cells. 360,000 compounds, 0.065% hits. activation, % (series mostly up to about 46 µM). AID 652025; in the data active = activation above about 50%; inconclusive = mostly about 30% to 49%; also: 0% is about no effect
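Unstimulated transgenic mouse T cells preincubated 60 min with compound, then stimulated with anti-CD3/anti-CD4-coated beads plus anti-CD28 for 18 h at 37 degrees C. IL-2 response read as EGFP and DsRed fluorescence by plate cytometry.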
WRN helicase inh – WRN helicase (human) inhibition; WRN helicase unwinding, fluorescent forked duplex, kinetic; Potency, µM (doses to about 114 µM), without a hit: top-dose activity change, negative = inhibition, actives largely listed as inhibitors; Q14191; 360,000 compounds, 0.46% hits; also: potency is read from the fitted curve at half-maximal effect; % is scaled to controls: 0 for no effect and ±100 for the full control effect; nearly all actives have a fitted effect of over 55% in size
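Primary qHTS, 1536-well format. 20 nM WRN + compound, 15 min RT; start with 100 nM forked fluorophore/quencher duplex, 2 mM ATP (final); kinetic read ex 525/em 598 nm.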
PI5P4K alpha inh – PI5P4K alpha (human) kinase inhibition. P48426. PI5P4Kalpha enzyme, ADP-Glo luminescence, 60 min; stronger effect = lower value. max response, %. 330,000 compounds, 1.2% hits. AID 652105; active = max response of -50% or lower; inconclusive = between -30% and -50%; inactive = -30% or higher; also: value at the top dose of about 77 µM; % is scaled to controls: 0 for no effect and ±100 for the full control effect
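Luminescence from ADP-Glo served as readout of PI5P4Kalpha activity in a qHTS format. Reaction: enzyme, substrate, compound, ATP at 5 microM final, 60 min at RT.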
EPAC1 antag – blocks human EPAC1 exchange factor; O95398; Potency, µM (doses to about 115 µM), for inactives: at the highest dose activity change, negative = inhibition, hits mostly inhibitors; EPAC1 GEF assay, Rap1b-BODIPY-GDP exchange fluorescence; AID 720709; 360,000 compounds, 0.14% hits;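 also: potency is read from the fitted curve at half-maximal effect; plate controls were vehicle for no effect and positive control for full effect; nearly all actives have a fitted effect of over 50% in size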
Target sequence (O95398 whole entry, looked up): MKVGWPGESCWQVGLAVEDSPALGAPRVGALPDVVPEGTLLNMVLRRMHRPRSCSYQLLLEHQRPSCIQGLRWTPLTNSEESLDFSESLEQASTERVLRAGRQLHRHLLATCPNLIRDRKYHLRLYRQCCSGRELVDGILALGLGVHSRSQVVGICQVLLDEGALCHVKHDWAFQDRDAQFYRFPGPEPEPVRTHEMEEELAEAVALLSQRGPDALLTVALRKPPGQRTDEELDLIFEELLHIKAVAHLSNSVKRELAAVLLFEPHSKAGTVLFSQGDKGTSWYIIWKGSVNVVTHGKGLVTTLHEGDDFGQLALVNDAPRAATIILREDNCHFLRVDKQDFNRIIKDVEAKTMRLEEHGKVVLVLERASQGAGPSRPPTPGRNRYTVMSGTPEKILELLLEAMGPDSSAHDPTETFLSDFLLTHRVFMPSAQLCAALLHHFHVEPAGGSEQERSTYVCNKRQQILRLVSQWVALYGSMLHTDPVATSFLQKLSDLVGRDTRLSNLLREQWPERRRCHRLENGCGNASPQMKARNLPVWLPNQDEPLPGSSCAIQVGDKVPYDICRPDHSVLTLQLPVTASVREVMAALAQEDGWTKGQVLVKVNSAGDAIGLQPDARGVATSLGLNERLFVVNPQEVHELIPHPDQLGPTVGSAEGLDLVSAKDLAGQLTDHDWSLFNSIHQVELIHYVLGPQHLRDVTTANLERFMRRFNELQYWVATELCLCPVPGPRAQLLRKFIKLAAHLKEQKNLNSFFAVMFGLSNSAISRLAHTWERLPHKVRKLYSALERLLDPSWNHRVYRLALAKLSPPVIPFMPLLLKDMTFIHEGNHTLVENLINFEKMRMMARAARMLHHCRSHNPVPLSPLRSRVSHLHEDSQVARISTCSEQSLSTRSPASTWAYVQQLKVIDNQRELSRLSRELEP
EPAC2 agonist – agonists of human EPAC2 (RAPGEF4). Potency, µM (titrated, usually from 154 µM), without a hit: at the top dose activation, usual class: activators. EPAC2 activation, biochemical qHTS; response scale: 100% = 6.5 mM cAMP response. AID 720711. 360,000 compounds, 0.079% hits; also: potency is read from the fitted curve at half-maximal effect; nearly all actives have a fitted effect of over 50% in size
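EPAC2 (100 nM) mixed with Rap1B loaded with BODIPY-GDP (250 nM) plus 50 uM unlabeled GDP; compounds pinned in, 5 min RT, then read every 5 min for 30 min (ex 480, em 540 nm). Normalized to cAMP control.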
EPAC1 ag – activates human EPAC1 exchange factor. 360,000 compounds, 0.073% hits. O95398. Potency, µM (doses to about 154 µM), without a hit: top-dose activation, actives largely listed as activators. EPAC1 agonist qHTS, biochemical assay; response scale: 100% = response to 6.5 mM cAMP; also: potency is read from the fitted curve at half-maximal effect; nearly all actives have a fitted effect of over 60% in size
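Compounds were pinned as a concentration titration into mixtures of EPAC1 (100 nM), BODIPY-GDP-loaded Rap1B (250 nM) and GDP (50 uM). After 5 min at room temperature, fluorescence was followed for 30 min; activity was scaled to 6.5 mM cAMP.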
CCT modulator – cytosolic chaperonin activity modulation. purified chaperonin ATPase assay, HTRF ADP detection, 30 min. activity change, % (test concentration not listed), hits read low. 360,000 compounds, 0.3% hits; in the data active = activity change below about -30%; also: % is scaled to controls: 0 for no effect and ±100 for the full control effect
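Enzyme 40 or 20 nM (batch-dependent) in Tris pH 7.4/KCl/MgCl2/DTT; cpd 76 uM single point; ATP 10 uM; 30 min 37 °C; Transcreener ADP HTRF detection, 30 min RT; ratio 665/615.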
PLK1 PBD inh – inhibitors of human PLK1 polo-box domain binding; P53350; Plk1 PBD binding of FITC phosphopeptide, fluorescence polarization; Potency, µM, inactives show max response, negative = inhibition, actives largely listed as inhibitors; 360,000 compounds, 2.8% hits; AID 720504; also: potency is read from the fitted curve at half-maximal effect; series mostly up to about 57 µM; % is scaled to controls: 0 for no effect and ±100 for the full control effect; nearly all actives have a fitted effect of over 65% in size
* = called active by the depositor; ? = inconclusive; . = not tested or not shown; [ ] = remark or other dose. Unless noted, calls follow the shape of the dose curve; as a rule, active = well fitted curve in the direction sought with a large enough effect; inconclusive = small, poorly fitted or top-dose-only effect, or another doubt; inactive = no such curve, though single readings can be large; an effect the other way counts as inactive or inconclusive.

SMILES	IL2 activator	WRN helicase inh	PI5P4K alpha inh	EPAC1 antag	EPAC2 agonist	EPAC1 ag	CCT modulator	PLK1 PBD inh
O=c1[nH]c2ccccc2c(O)c1-c1ccccc1[N+](=O)[O-]	1.1	11%[57.1 µM]	-6	-8%	2%	9%	-5.0	24µM*
Cc1nc(-c2ccc(Cl)cc2)sc1C1(C)CC(c2ccc(F)cc2)=NO1 (stereo not given)	0.3	4%	6	-6%	2%	3%	1.1	3%
C[n+]1cccc(CNC(=O)/C=N/O)c1	0.2	1%	7	6%	3%	-4%	-0.2	0%
CN[C@@H](C)C(=O)NC[C@H]1O[C@@H](n2cnc3c(=O)[nH]c(N)nc32)[C@H](O)[C@@H]1O	-0.7	-11%	5	-2%	-19%	-8%	0.9	1%
CCOC(=O)C(=Cc1ccc(OCc2ccc([N+](=O)[O-])cc2)c(OC)c1)C(=O)OCC	-4.5	-17%	0	-16%	7%	5%	-7.0	-4%
Cc1cccc(C(=O)Nc2ccc(O)cc2C(=O)O)c1	-2.3	-7%	-2	4%	-5%	5%	1.1	3%
CC(=O)Nc1ccc(S(=O)(=O)N2CCC(c3nc4ccc(C)cc4[nH]3)CC2)cc1	-0.7	4%	.	-1%	11%	2%	0.1	-6%
O=c1cc(O)c2sc3nc(-c4cccnc4)cc(C(F)(F)F)c3c2[nH]1	-1.5	?	?	?	2%	-2%	1.1	-10%
CCCn1nc2cc(C(=O)NCc3ccc(OC)cc3)ccc2c1OCC	3.2	-2%	7	4%	-4%	-18%	-0.1	-10%
COc1ccc(OC)c(C(=O)NC(CC(N)=O)c2ccc(NCCN3CCOCC3)c([N+](=O)[O-])c2)c1 (stereo not given)	-0.6	-6%	-7	1%	-1%	-11%	-0.1	-6%
CCCN(CC(=O)Nc1ccccc1C)C(=O)Cc1cccs1	-0.4	-4%	11	-4%	2%	9%	0.9	-2%
CN(CCNC(=O)CN1C(=O)CSc2ccc(S(=O)(=O)N3CCCC3)cc21)Cc1ccccc1	-0.4	-2%	-1	10%	-3%	0%	-0.1	-9%
Cc1c(-c2ccccc2)nc2ccccc2c1C(=O)O	-0.9	-5%	.	-2%	8%	9%	-2.2	-3%
COc1cc(/C=C2/C(=N)N3C(=NC2=O)SN=C3S(=O)(=O)C(C)C)ccc1OC(=O)c1ccco1	10	-21%	-75*	-9%	8%	2%	1.7	21µM*
Cc1cc(C)c2nc(C)cc(Nc3ccc(C(=O)N(C)C)cc3)c2c1	0.4	-4%	-5	-8%	13%	-6%	-1.7	1%
CCCNS(=O)(=O)c1ccc(OCC(=O)N2CCOCC2)cc1	2.0	6%	.	-4%	15%	6%	1.0	-10%
Nc1nc(CN2CCN(C(=O)c3ccco3)CC2)nc(Nc2cccc(Cl)c2)n1	-0.5	-5%	3	3%	-9%	0%	-4.2	-11%
Cc1ccccc1NC(=O)Nc1ccc(C(F)(F)F)cc1	-0.5	-6%	7	7%	6%	1%	-3.0	-2%
CS(=O)(=O)N(CC(=O)N1CCC(C(N)=O)CC1)c1ccc(Oc2ccccc2)cc1	0.3	8%	2	0%	-2%	0%	-0.2	-4%
O=C(O)C1CCCN1C(=O)Nc1ccccc1 (stereo not given)	-1.9	-17%[57.1 µM]	-8	9%	-1%	0%	-0.2	-1%

PLK1 PBD inh, entries above that show a hit.
structure | IL2 activator | WRN helicase inh | PI5P4K alpha inh | EPAC1 antag | EPAC1 ag | CCT modulator | PLK1 PBD inh
O=c1[nH]c2ccccc2c(O)c1-c1ccccc1[N+](=O)[O-] | 1.1 | 11%[57.1 µM] | -6 | -8% | 9% | -5.0 | 24µM*
COc1cc(/C=C2/C(=N)N3C(=NC2=O)SN=C3S(=O)(=O)C(C)C)ccc1OC(=O)c1ccco1 | 10 | -21% | -75* | -9% | 2% | 1.7 | 21µM*

Next structures.
SMILES	IL2 activator	WRN helicase inh	PI5P4K alpha inh	EPAC1 antag	EPAC2 agonist	EPAC1 ag	CCT modulator	PLK1 PBD inh
O=C(O)c1cccc(Cn2cccn2)c1	-1.1	5%	0	13%	1%	-3%	-1.5	2%
COc1ccc(/C=N/NC(=O)c2ccn[nH]2)cc1COc1ccc(Cl)cc1	-1.6	-9%	-12	-12%	-6%	2%	0.3	1%
COc1ccccc1CNC(=O)CN(Cc1ccc(Cl)cc1)S(C)(=O)=O	0.7	?	0	-12%	9%	-4%	0.3	-15%
COC(=O)[C@]12CCCCC=C1N(Cc1ccc(Cl)cc1Cl)C(=O)[C@H](CC(=O)NCc1cccc(C(F)(F)F)c1)C2	-0.7	-12%	21	-15%	-6%	-17%	0.0	7%
CCN(c1ccccc1)S(=O)(=O)c1cccc(C(=O)O)c1	-1.7	-9%[57.1 µM]	.	-12%	-16%	11%	-0.8	-5%
O=C(Cn1c(-c2cscn2)nc2ccccc21)Nc1ccccc1F	-0.5	9%	.	16%	-3%	3%	-2.5	1%
O=C(Nc1cccc(C(F)(F)F)c1)N(Cc1ccc(Cl)cc1)CC(O)C(F)(F)F (stereo not given)	-1.6	-33%[57.1 µM]	-3	-17%	-1%	-6%	0.1	-3%
CCCNC(=O)c1cc(C2CCCCN2C(=O)c2cc(F)ccc2C)on1 (stereo not given)	-0.2	-7%	1	-3%	8%	4%	0.3	-14%
COc1ccc2c(c1)cc1n2CCN=C1N	2.1	-7%	.	10%	8%	-4%	2.8	1%
COc1ccccc1C(=O)Nc1ccccc1N1CCN(C(=O)c2ccc(Cl)cc2)CC1	-3.4	-9%	0	-17%	11%	4%	-4.2	-19%
CCCCN(C)C(=O)CCC(=O)NNc1nc2ccccc2c2nc(C)nn12	0.4	-17%[57.1 µM]	6	15%	-2%	1%	-4.7	6%
CC(C)=CC(=O)Nc1nnc(C)s1	0.2	1%	-2	4%	4%	0%	-0.1	-2%
O=C(Nc1nc2ccccc2s1)C1CC(=O)N(c2ccc(F)cc2)C1 (stereo not given)	-2.5	-2%	-3	9%	4%	10%	1.3	-8%
Cc1ccc(NC(=O)c2ccc([N+](=O)[O-])cc2Cl)nc1	-3.9	1%	0	-21%	3%	6%	-2.2	-14%
Nc1nnc(SCc2ccccc2F)s1	0.1	-3%	-6	0%	7%	2%	2.4	-4%
CC(C)C(OC(=O)c1cc2occc2n1C)C(=O)NCc1ccc2c(c1)OCO2 (stereo not given)	-3.7	-5%	.	-19%	8%	1%	-1.9	-10%
CCCn1c(SCC(=O)Nc2ccccc2-c2ccccc2)nnc1-c1ccoc1C	-2.8	-1%	-3	5%	-6%	1%	-1.7	-5%
C[C@H]1CN([C@@H](C)CO)C(=O)c2cc(C#Cc3cccnc3)cnc2O[C@H]1CN(C)Cc1ccc(F)cc1	-2.5	2%	2	12%	5%	-15%	-0.7	-18%
CC(=O)Nc1ccc(/C=N/OCC(=O)Nc2ccc(C)cc2)cc1	-2.8	8%	-6	-9%	-1%	-5%	0.2	-4%
CC1=CC(=O)N(c2cccc3c(N4C(=O)C=C(C)C4=O)cccc23)C1=O	-6.4	-1%	-63*	-16%	20%	2%	-1.9	-29%
CCc1nnc(NC(=O)c2cc([N+](=O)[O-])ccc2N2CCOCC2)s1	0.0	-5%	2	-2%	8%	12%	-1.5	-3%
O=C(c1cc(-c2ccccc2)n[nH]1)N1CCN(S(=O)(=O)c2ccccc2)CC1	-2.4	6%	3	-3%	2%	-6%	-0.6	1%
O=C(Nc1ccccc1)N(CCc1nc2ccccc2[nH]1)C1CCCC1	-2.3	-5%	.	-20%	7%	1%	-0.6	-5%
O=C(C1=C(O)C(=O)N(CCN2CCOCC2)C1c1cccc(Br)c1)c1cc2ccccc2o1 (stereo not given)	0.4	-8%	3	-25%	5%	8%	-9.2	-17%
CN1C(=O)C(C)(C)c2cc(S(=O)(=O)N3CCC(C(=O)NCc4ccc(F)cc4)CC3)ccc21	-2.2	-7%	6	18%	-3%	-7%	-0.2	5%
CC(=O)Nc1ccc(NC(=O)COc2c(C)cc(Br)cc2C)cc1	-0.4	-5%	-5	-20%	-6%	-4%	-4.2	-9%
C=CCN1C(=O)C(CC(=O)O)SC1=Nc1ccc(C(=O)O)cc1 (stereo not given)	-0.7	-1%	-8	-11%	-3%	3%	-1.9	-6%
O=C(CSc1nnc(C2CC2)n1-c1ccccc1)NCCN1C(=O)CSC1=O	1.3	1%	-4	-8%	5%	4%	-5.1	-1%
CC(C)(C)n1nnnc1CN(Cc1ccco1)Cc1cc2cc3c(cc2[nH]c1=O)OCO3	0.5	-24%	-2	8%	-12%	0%	-1.1	-10%
O=C(c1cccs1)N1CCN(S(=O)(=O)Cc2ccccc2)CC1	-1.4	3%	2	12%	14%	-3%	1.1	-5%
O=C(NC(=S)Nc1cccc([N+](=O)[O-])c1)c1ccccc1	1.7	-4%	4	1%	-1%	0%	-1.5	-10%
COc1cccc(C(=O)NNC(=O)c2cccc(F)c2)c1	-0.3	-25%	-5	3%	-3%	1%	2.6	-11%
Oc1ccccc1NCC(O)Cn1ccc2ccccc21 (stereo not given)	-0.2	-12%	.	-25%	7%	2%	-1.7	?
COc1ccccc1CNS(=O)(=O)c1cc(CN2C(=O)c3cccnc3C2=O)ccc1OC	-1.1	-4%	-9	-13%	0%	-6%	0.7	3%
C=CCN1C(=O)C2(OCCCO2)c2ccccc21	-0.6	-3%	-4	-18%	13%	-6%	-1.0	6%
COc1ccc(NC(=O)c2ccc(NC(=O)C3CC3)cc2)cc1	0.9	5%	0	20%	8%	-8%	0.2	3%
O=C(CN1C(=O)CCOc2ccccc21)Nc1cccc(S(=O)(=O)N2CCOCC2)c1	-0.2	-4%	4	-15%	3%	11%	-3.5	-7%
COC(=O)c1c(NC(=O)c2cccc([N+](=O)[O-])c2)sc(C(N)=O)c1C	0.5	?	-9	-26%	-2%	3%	-2.0	?
CCN1C(=O)[C@H]2[C@@H](c3ccc(-c4ccc(Cl)c(Cl)c4)c(OC)c3)N[C@@](Cc3ccccc3)(C(=O)OC)[C@H]2C1=O	-4.7	-1%	2	-5%	2%	0%	-58*	-8%
Cc1ccc(-c2oc3ccccc3c(=O)c2OCC(=O)O)cc1	0.4	0%	-4	-7%	5%	11%	1.4	-6%
O=C(Nc1ccccc1)c1cc(C2CCCCN2C(=O)c2cccs2)on1 (stereo not given)	-0.7	2%	-2	?	17%	18%	-1.5	-8%

Complete entries from above. Screens in order: IL2 activator	WRN helicase inh	PI5P4K alpha inh	EPAC1 antag	EPAC2 agonist	EPAC1 ag	CCT modulator	PLK1 PBD inh
O=C(O)c1cccc(Cn2cccn2)c1 in the list: -1.1	5%	0	13%	1%	-3%	-1.5	2%
O=C(C1=C(O)C(=O)N(CCN2CCOCC2)C1c1cccc(Br)c1)c1cc2ccccc2o1 (stereo not given) in the list: 0.4	-8%	3	-25%	5%	8%	-9.2	-17%

A portion of the library; count on the stated rates, not on these rows.
